# Bioassay records (PubChem BioAssay)
# LYP inhibition – inhibitors of LYP phosphatase, biochemical, fluorescence intensity, uHTS (AID 1779) | inhibition, % at 11.5 µM; hits with a dose series show IC50 in µM | recombinant LYP phosphatase, fluorescence intensity; higher % means a stronger effect | actives 0.054% (n = 290,000); in the data active = inhibition above about 50%;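 also: plate controls were vehicle with enzyme for no effect and no enzyme for full effect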
# T cell modulator – T cell immune modulators affecting CD8 T cell-vesicle binding | 2C CD8+ T cell-vesicle binding, flow cytometry; active compounds read low | AID 2052 | calls only at 7 µM | actives 0.068% (n = 330,000);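 active = response, share of CD8 T cells binding vesicles, and their 90th percentile fluorescence all below set limits, cut at about 80% in these data, passing the limit was not always enough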
#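 Incubation: binding step 1.5 h, 37 °C, antibody labelling 20 min, ice; system: murine 2C transgenic CD8+ T lymphocytes; technique: cytometric PE anti-B7-1 and Alexa647 anti-CD8 signals after 1% paraformaldehyde fixation; also added: QL9-charged Drosophila Ld/ICAM-1/B7-1 vesicles; control set: naked versus QL9-loaded vesicles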
# MgcRacGAP inhibition – MgcRacGAP GTPase-activating activity inhibitors, confirmation, biochemical, ADP Hunter fluorescence. actives 0.6% (n = 340,000). MgcRacGAP-stimulated Rac1 GTP hydrolysis, ADP Hunter fluorescence; higher % means a stronger effect; GST-tagged Rac1 F28L mutant substrate. one-dose inhibition, % at 30 µM; IC50 in µM for titrated hits. AID 624330;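 active = first-screen hits whose inhibition reached a set limit at any dose in the follow-up dose series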;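 also: fluorescence reports GDP produced by GAP-driven GTP hydrolysis; strong numbers were not always called active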
# Lipid droplet – hepatic lipid droplet formation modulation; AML12 mouse hepatocytes, oleate lipid droplets, BODIPY imaging; inhibition, % at 6.5 µM; actives 0.4% (n = 240,000);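 active = lipid droplet intensity inhibited by at least 50%, with more than 500 cells counted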
#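 System: AML12 hepatocytes (mouse). Probe or stimulus: oleic acid at 100 µM to induce lipid droplet formation. Times: overnight treatment with compound plus oleate. Detection: Image-based BODIPY and DAPI two-channel analysis. Evaluation: percent inhibition of filter-corrected integrated lipid droplet intensity per well.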
# GPR35 antagonists – GPR35 antagonists blocking zaprinast-driven arrestin recruitment, primary screen, imaging, U2OS, beta-arrestin-GFP, zaprinast agonist (AID 2058). U2OS GPR35 beta-arrestin-GFP translocation imaging, zaprinast antagonism; higher % means a stronger effect. inhibition, % at 10 µM; hits with a dose series show IC50 in µM. actives 0.052% (n = 290,000);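 active = inhibition of at least 50% with at least 30 cells and total cytoplasm GFP at most 10,000,000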
# GPR55 activation – selective activators of receptor GPR55 – imaging, U2OS cells, beta-arrestin-GFP redistribution, primary screen (AID 1961); U2OS GPR55 beta-arrestin-GFP redistribution imaging; higher % means a stronger effect; one-dose activation, % at 10 µM; EC50 in µM for titrated hits; actives 0.048% (n = 290,000);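 active = activation above 40% with more than 50 cells counted in the well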;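 also: U2OS osteosarcoma cells stably expressing GPR55 and beta-arrestin-GFP; plate controls were DMSO negative control for no effect and LPI positive control for full effect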
# NTR1 ag – NTR1-driven beta-arrestin-GFP spot formation – imaging, U2OS cells, high content, primary screen (AID 493036); P30989; agonist mode; activation, % at 20 µM; actives 0.17% (n = 330,000);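 active = activation at or above 40% of the spot to cytoplasm intensity ratio, with at least 20 cells analyzed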;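 also: 0% = DMSO without peptide and 100% = 100 nM NTR1 peptide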
# Target sequence (P30989 whole entry, looked up): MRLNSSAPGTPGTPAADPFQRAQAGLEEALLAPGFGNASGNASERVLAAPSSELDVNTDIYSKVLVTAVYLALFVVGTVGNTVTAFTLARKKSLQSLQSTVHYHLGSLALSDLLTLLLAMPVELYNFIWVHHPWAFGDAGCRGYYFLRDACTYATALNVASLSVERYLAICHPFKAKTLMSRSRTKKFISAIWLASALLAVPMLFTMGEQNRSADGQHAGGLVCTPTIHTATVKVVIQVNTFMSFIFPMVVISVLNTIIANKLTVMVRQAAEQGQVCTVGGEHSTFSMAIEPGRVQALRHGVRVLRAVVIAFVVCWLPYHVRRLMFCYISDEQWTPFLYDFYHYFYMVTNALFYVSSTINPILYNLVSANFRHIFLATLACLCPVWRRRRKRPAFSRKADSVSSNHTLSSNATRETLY
# SV40 large T antigen – SV40 large T antigen inhibitors, biochemical (AID 1903); SV40 large T antigen ATPase/helicase inhibition assay; higher % means a stronger effect; inhibition, % at 20 µM; hits with a dose series show IC50 in µM; actives 0.39% (n = 310,000); in the data active = a potency from the dose series; also: strong numbers were not always called active
# GPR55 antagonists – inhibition of LPI-stimulated GPR55 beta-arrestin translocation – imaging, U2OS, beta-arrestin-GFP, LPI agonist, primary screen (AID 2013); inhibition, % at 10 µM, or IC50 in µM where a hit was titrated; actives 0.13% (n = 290,000); U2OS GPR55 beta-arrestin-GFP translocation imaging, LPI antagonism; higher % means a stronger effect;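 active = spots per cell inhibited over 60%, with over 100 cells counted and total cytoplasm intensity under 500,000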;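 also: U2OS cells stably carrying GPR55 and arrestin-GFP stimulated by 5 µM LPI near EC80; imaged beta-arrestin-GFP aggregate spots per cell after agonist stimulation; plate controls were LPI-stimulated DMSO wells for no effect and DMSO wells without LPI for full effect; some results filed as inactive read as strong as hits; confirmed hits need IC50 under 10 µM and bright autofluorescent wells are also inconclusive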
# Lipid droplet cells 6.5 µM – recorded beside Lipid droplet, whose call it bears; cell count; measured here: cell count, cytotoxicity flag;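 cells counted across two imaged fields per well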
# T cell modulator vesicle-bound % – also measured in T cell modulator; calls as there; double positive events, %; measured here: CD8+ vesicle-bound cell fraction;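 binding gate set so that unloaded-vesicle control wells show 10% double positive cells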
# NTR1 ag cell count 20 µM – further read-out of NTR1 ag, marked with its call; cell count; measured here: cell count, cytotoxicity flag
# Starred values were filed as active, the others as inactive; i = inactive; nt = not tested or not shown.
Compound	LYP inhibition	T cell modulator	T cell modulator vesicle-bound %	MgcRacGAP inhibition	Lipid droplet	Lipid droplet cells 6.5 µM	GPR35 antagonists	GPR55 activation	NTR1 ag	NTR1 ag cell count 20 µM	SV40 large T antigen	GPR55 antagonists
Cc1cccnc1NC(=O)CN1C(=O)c2ccccc2S1(=O)=O	nt	i	50	6%	nt	nt	nt	nt	-0.7	70	4%	nt
CCN(CC)C(=O)c1ccccc1NC(=O)c1cccc(S(=O)(=O)N(CC)CC)c1	-6%	i	11	4%	-5	723	5%	0.1%	3.3	64	5%	3%
CC1(C)NC(=O)N(CCOc2ccc([N+](=O)[O-])cc2)C1=O	6%	i	8	1%	24	665	-14%	-0.2%	0.1	52	-3%	-1%
CC(=O)c1cccc(NC(=O)N2CCCC2C(=O)NCCC(C)C)c1 (stereo not given)	-8%	i	33	10%	nt	nt	0%	0.9%	-1.8	65	-1%	-33%
Cc1cc(Br)ccc1NC(=O)CN(C)C(=O)CCSc1ccc(F)cc1	nt	i	29	5%	nt	nt	nt	nt	1.2	49	3%	nt
CCN1CCN(c2cc3c(nn2)Oc2ccccc2N3C)CC1	-6%	i	56	7%	-1	690	-8%	-0.2%	-1.3	41	17%	8%
c1ccc(-c2csc3ncn4nnnc4c23)cc1	-4%	i	39	8%	11	662	-11%	-0.3%	2.7	91	14%	8%
O=C(COc1ccccc1)Nc1cc2c3c(c1)CC(=O)N3CCC2	nt	i	49	3%	nt	nt	nt	nt	0.7	54	12%	nt
CC1CCc2nn(CC(=O)NCCN3CCCCC3C)cc2C1 (stereo not given)	-2%	i	50	5%	-1	672	10%	-0.2%	0.1	43	5%	4%
O=C(N/N=C/c1ccncc1)c1ccc2c(c1)OCO2	-9%	i	60	-6%	-20	597	-3%	-0.6%	0.2	46	24%	10%
O=C(NCc1cccnc1)C(=O)NCC1OCCN1S(=O)(=O)c1ccc(F)cc1 (stereo not given)	-11%	i	42	7%	0	786	-6%	0.9%	2.8	95	5%	-11%
COc1ccc(NC(=O)NC2(C(=O)N3CCCCC3)CCCCC2)cc1	-11%	i	4	2%	16	817	8%	0.2%	-0.3	58	-6%	11%
Cc1ccc(N(C(=O)Cn2nnc3ccccc32)C(C(=O)NCc2ccco2)c2ccc(C)o2)cc1 (stereo not given)	2%	nt	nt	5%	nt	nt	-20%	0.3%	nt	nt	9%	21%
CCOC(=O)c1c(CC(C)C)csc1NC(C)=O	-5%	i	39	4%	2	672	-9%	0.2%	1.9	57	2%	-15%
COCc1cc(C)nc(SCC(=O)Nc2nc(C)cs2)c1C#N	-2%	i	62	3%	-7	842	5%	-0.1%	-0.8	47	10%	1%
COc1ccccc1C1(CCNC(C)c2cccs2)CCOC(C(C)C)C1 (stereo not given)	-1%	i	38	nt	-5	682	5%	-0.2%	2.5	50	6%	2%
CCOc1ccccc1NC(=O)C1C2C=CC(O2)C1C(=O)O (stereo not given)	-1%	i	34	10%	26	717	7%	-0.1%	-0.6	51	23%	-6%
CCOc1cc(/C=N/NC(=O)c2nnn(-c3nonc3N)c2C)ccc1OCc1cccc(F)c1	-13%	i	23	-1%	9	739	4%	-0.2%	1.0	65	9%	8%
Cc1ccc(S(=O)(=O)NC(CC(N)=O)C(=O)O)cc1 (stereo not given)	3%	i	38	1%	nt	nt	12%	0.1%	-2.2	52	9%	-4%
CS(=O)(=O)Nc1ccc(N2CCN(c3ccc(C(F)(F)F)cn3)CC2)nc1	-1%	i	28	11%	2	647	-12%	-0.1%	1.8	59	3%	-6%
Cc1nn(-c2ccc(Cl)cc2Cl)c(C)c1C(=O)O	-4%	i	54	3%	0	737	3%	-0.1%	-0.3	64	7%	2%
CC(Cl)C(=O)N1c2ccccc2CCc2ccccc21 (stereo not given)	-6%	i	52	12%	-1	791	-3%	0.8%	0.2	60	10%	8%
O=C(COC(=O)c1ccccc1-c1ccccc1[N+](=O)[O-])c1ccccc1	0%	i	51	9%	-39	672	-8%	0.2%	0.9	40	8%	15%
Oc1ccccc1N1CCN(C(=S)NCc2ccccc2)CC1	-1%	i	15	16%	-18	677	-9%	-0.6%	0.1	69	6%	2%
O=C(/C=C/c1ccccc1)Nc1ccc(Br)cn1	-5%	i	8	7%	2	587	-17%	-0.3%	-0.6	38	3%	-17%
Cc1ccccc1NC(=O)CSc1ccc(-c2cccnc2)nn1	-8%	i	71	5%	-19	839	20%	-0.1%	1.5	59	8%	15%
O=C(c1cc(Cl)nc2ccccc12)N1CCCCC1	-4%	i	18	3%	nt	nt	12%	-0.1%	0.1	49	-2%	7%
COc1cccc(-n2nnc3c(=O)n(Cc4ccccc4Cl)cnc32)c1	2%	nt	nt	-3%	-18	704	-12%	-0.3%	1.9	50	4%	0%
Cc1cccc(Cn2nnc3c2C(=O)c2ccccc2C3=O)c1	-12%	i	29	7%	0	709	8%	-0.4%	5.0	80	15%	-1%
Cc1ccc(N2CC(C(=O)Nc3ccc(S(=O)(=O)NCC4CCCO4)cc3)CC2=O)cc1C (stereo not given)	-8%	i	42	3%	9	814	-11%	0.0%	-1.4	58	6%	12%
COc1cc(/C=N/NC(=O)c2cncc(Br)c2)ccc1OC(=O)c1ccc2c(c1)OCO2	-3%	nt	nt	nt	nt	nt	21%	0.0%	nt	nt	5%	-4%
O=C(Nc1ccccn1)c1ccc(Cl)c([N+](=O)[O-])c1	-7%	i	41	nt	-10	697	3%	-0.1%	-0.2	23	10%	2%
Cc1sc2nc(C3CC3)nc(SCC(=O)N3c4ccccc4CC3C)c2c1C (stereo not given)	8%	i	54	1%	nt	nt	0%	0.2%	11	75	1%	5%
COc1ccc(NC(=O)c2ccccc2Sc2ccc(NC(C)=O)nc2)cc1	1%	i	27	8%	-1	668	0%	-0.3%	0.6	55	-4%	-3%
COc1ccc(CNC(=O)CSCc2cccc(Cl)c2)cc1	-9%	i	27	0%	-33	675	-7%	-0.3%	-1.1	43	4%	-10%
NC(=O)CSc1oc(-c2ccco2)nc1S(=O)(=O)c1ccccc1	-9%	i	74	9%	-21	803	4%	-0.1%	1.1	37	2%	-10%
O=C(/C=C/c1ccc2c(c1)OCO2)N1CCCCC1	3%	i	10	12%	nt	nt	-2%	-0.1%	0.3	61	-4%	3%
O=C(NCC1(c2ccccc2)CCOCC1)c1cccs1	-9%	i	54	1%	nt	nt	4%	-0.1%	0.6	56	3%	1%
Cc1ccc(-n2nc3c(c2NC(=O)c2cc4ccccc4o2)CS(=O)(=O)C3)cc1	-5%	i	8	5%	6	840	-6%	-0.1%	-0.4	56	13%	0%
O=C(O)CN(c1ccccc1)C1SC(=O)NC1=O (stereo not given)	-1%	i	58	2%	-1	700	-5%	-0.4%	0.2	57	11%	15%
C[C@@H]1C=C(C(=O)O)O[C@H](OCc2ccc(CO)cc2)C1	-7%	i	47	-3%	17	732	-2%	0.2%	2.9	63	0%	7%
c1ccc2[nH]c(SCc3ccc(-c4nnco4)cc3)nc2c1	-5%	i	31	7%	nt	nt	9%	0.2%	-1.1	49	1%	-1%
CC(=O)c1ccc(S(=O)(=O)N(CCCO)Cc2cc3cc4c(cc3[nH]c2=O)OCCO4)cc1	-2%	i	48	4%	2	840	1%	-0.1%	0.5	57	3%	10%
COC(=O)C1=C(C)N(C2CCCCC2)C(=O)/C1=C\c1cccs1	-2%	i	60	nt	-2	744	6%	-0.4%	3.5	32	2%	7%
Cc1cc(C)c(NC(=O)COC(=O)C2CCC(=O)N2)c(C)c1 (stereo not given)	-5%	i	56	6%	12	656	-34%	-0.3%	0.0	55	14%	13%
O=C(NCCN1CCOCC1)c1ccc(Cl)c(S(=O)(=O)N2CCCC2)c1	-7%	i	60	3%	1	861	-2%	-0.1%	-0.7	57	-8%	6%
CC(=O)c1ccc(NC(=O)C(C)N(C)CC(=O)Nc2ccccc2Cl)cc1 (stereo not given)	-6%	i	51	6%	4	734	-2%	-0.3%	1.2	95	17%	0%
CCOc1ccc(CO[C@@H]2O[C@H](CO)[C@@H](O)[C@H](O)[C@H]2NC(C)=O)cc1OC	-7%	i	29	6%	17	844	9%	-0.3%	1.2	98	1%	-3%
CCc1ccc(Nc2nnc(SCn3nnc4ccccc4c3=O)s2)cc1	3%	i	17	14%	9	813	13%	-0.2%	2.2	34	10%	6%
CCC(CC)C(=O)NCc1ccccc1OC	-6%	nt	nt	-2%	nt	nt	1%	-0.1%	0.6	65	9%	-7%
CC(O)c1cccc(NC(=O)Cc2cccc3ccccc23)c1 (stereo not given)	-5%	i	22	nt	-7	647	0%	-0.1%	0.6	53	8%	11%
Brc1ccc2c(c1)CNc1c(ncnc1N1CCOCC1)O2	-10%	i	45	4%	nt	nt	-8%	-0.2%	-1.7	63	5%	0%
Cc1cc2oc(C(=O)Nc3ccc(S(=O)(=O)Nc4ncccn4)cc3)c(C)c2cc1Cl	-2%	i	10	9%	7	643	-7%	-0.1%	1.5	64	2%	-18%
Cc1cccc(/C(N)=N/OC(=O)c2ccccc2Cl)c1	-2%	i	54	5%	-9	687	-8%	-0.1%	-0.1	77	4%	10%
COc1ccc(-c2nnn3c2nc(NCc2ccccc2)c2ccccc23)cc1	-8%	i	59	13%	10	687	-4%	-0.5%	0.5	84	9%	4%
Cc1cc(Nc2ccc(F)cc2F)n2nc(C)nc2n1	-3%	i	42	2%	40	727	6%	-0.5%	4.1	58	1%	2%
CC(=O)Nc1ccc(NC(=O)C(C)OC(=O)c2cc(S(=O)(=O)N3CCOCC3)ccc2Cl)cc1 (stereo not given)	nt	i	14	-2%	nt	nt	nt	nt	-0.2	37	10%	nt
